Source: PubChem BioAssay
PLK1 PBD inh: qHTS for Inhibitors of PLK1-PDB (polo-like kinase 1 - polo-box domain): Primary Screen | 360,000 tested, 2.8% active | Serine/threonine-protein kinase PLK1 (Homo sapiens), P53350 | Potency, µM, for inactives: max response, negative = inhibition, actives largely listed as inhibitors | Plk1 PBD binding of FITC phosphopeptide, fluorescence polarization; note: potency is the fitted concentration of half-maximal effect; series mostly up to about 57 µM; % is set by controls: 0 for no effect and ±100 for the full control effect; nearly all actives have a fitted effect of over 65% in size
GLP-1R agonist: qHTS of GLP-1 Receptor Agonists. HEK293 GLP-1R CRE-luciferase, luminescence, 4-6 h; cells express a hypersensitive GLP-1R form. Potency, µM (doses to about 45.6 µM), for inactives: at the highest dose activation, actives largely listed as activators. 380,000 tested, 0.007% active. AID 624172, 2012; note: potency is the fitted concentration of half-maximal effect; % of control where 0% means no effect
EPAC1 antag: qHTS for Antagonist of cAMP-regulated guanine nucleotide exchange factor 3 (EPAC1): primary screen; Rap guanine nucleotide exchange factor 3 (Homo sapiens), O95398; 360,000 tested, 0.14% active; AID 720709, 2013; EPAC1 GEF assay, Rap1b-BODIPY-GDP exchange fluorescence; Potency, µM (series often up to 115 µM), inactives show at the highest dose activity change, negative = inhibition, actives largely listed as inhibitors;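 note: potency is the fitted concentration of half-maximal effect; plate controls were vehicle for no effect and positive control for full effect; nearly all actives have a fitted effect of over 50% in size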
Target sequence (O95398 whole entry, looked up): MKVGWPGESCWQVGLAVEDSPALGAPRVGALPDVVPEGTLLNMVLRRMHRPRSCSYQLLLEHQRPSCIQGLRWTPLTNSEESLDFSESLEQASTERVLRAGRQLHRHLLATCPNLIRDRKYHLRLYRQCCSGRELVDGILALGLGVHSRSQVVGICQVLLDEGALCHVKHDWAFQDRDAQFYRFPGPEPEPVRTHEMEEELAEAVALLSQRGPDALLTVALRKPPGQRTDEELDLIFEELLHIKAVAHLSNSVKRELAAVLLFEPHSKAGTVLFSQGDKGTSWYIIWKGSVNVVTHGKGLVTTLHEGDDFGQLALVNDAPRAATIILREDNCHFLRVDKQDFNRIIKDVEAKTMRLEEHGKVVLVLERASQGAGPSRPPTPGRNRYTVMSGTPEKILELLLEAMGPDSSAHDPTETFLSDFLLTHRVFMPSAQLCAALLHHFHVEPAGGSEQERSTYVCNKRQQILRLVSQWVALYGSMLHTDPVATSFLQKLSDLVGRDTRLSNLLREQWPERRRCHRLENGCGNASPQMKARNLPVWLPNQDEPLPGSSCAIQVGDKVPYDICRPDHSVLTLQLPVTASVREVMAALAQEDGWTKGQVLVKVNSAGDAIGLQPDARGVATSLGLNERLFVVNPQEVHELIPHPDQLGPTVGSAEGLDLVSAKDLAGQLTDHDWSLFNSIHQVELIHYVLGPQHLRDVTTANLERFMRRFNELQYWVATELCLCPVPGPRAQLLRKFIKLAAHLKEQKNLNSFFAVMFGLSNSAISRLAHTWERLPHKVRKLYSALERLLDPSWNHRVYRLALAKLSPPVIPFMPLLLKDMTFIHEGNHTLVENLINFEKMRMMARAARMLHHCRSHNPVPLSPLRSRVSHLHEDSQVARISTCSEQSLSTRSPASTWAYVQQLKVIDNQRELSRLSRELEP
GLP1R cytotox: qHTS of GLP-1 Receptor Inverse Agonists: Cytotox Screen; HEK293 cAMP-luciferase reporter cells, luminescence, 24 h; Potency, µM (highest dose often 38.3 µM), without a hit: at the top dose activity change, negative = inhibition, most hits filed as inhibitors; 410,000 tested, 0.13% active;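 note: loss of luciferase light is scored as toxicity; potency is the fitted concentration of half-maximal effect; % is set by controls: 0 for no effect and ±100 for the full control effect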
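Quantitative HTS format, 1536 wells, 200 cells/uL seeded. Compounds: 23 nL, 24 h, 37 °C. Detection: luciferase reagent, luminescence at 12 min RT; decreased signal taken as cytotoxic.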
PTHR1 agonist: qHTS for PTHR1 Agonists: Primary Screen; AID 743266, 2014; HEK293 GP2 PTHR1 cells, GloSensor cAMP luminescence, 1 h; Parathyroid hormone/parathyroid hormone-related peptide receptor (Homo sapiens), Q03431; 410,000 tested, 0.075% active; Potency, µM (highest dose often 115 µM), for inactives: at the top dose activation, actives largely listed as activators; note: potency is the fitted concentration of half-maximal effect; nearly all actives have a fitted effect of over 55% in size; some results filed as inactive show a strong effect at the top dose; inactives centre near -15; many of its hits are not listed in these tables
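HEK-293-derived GP2 cells expressing PTHR1 and a GloSensor cAMP reporter, 3,000/well, plated overnight, given luciferin plus IBMX (each 0.5 mM as added) for 1 h at 37 °C, then compound for 1 h at 37 °C. Luminescence was read after 15 min at room temperature.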
GLP1R inv ag: qHTS of GLP-1 Receptor Inverse Agonists (Inhibition Mode). 410,000 tested, 1.6% active. Potency, µM (top dose mostly 38.3 µM), for inactives: top-dose activity change, negative = inhibition, usual class: inhibitors. Glucagon-like peptide 1 receptor (Homo sapiens), P43220. HEK293 GLP-1R CRE-luciferase, luminescence, 24 h; GLP-1R form is constitutively active; note: potency is the fitted concentration of half-maximal effect; % is set by controls: 0 for no effect and ±100 for the full control effect; nearly all actives have a fitted effect of over 55% in size
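Inverse agonism was detected as reduced cAMP-driven luciferase luminescence after 24 h compound treatment. The cells were HEK293 clones expressing constitutively active human GLP-1R with the reporter. Reporter-only and GPR119 cell lines served as counterscreen controls.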
PI5P4K alpha inh: qHTS for Inhibitors of phosphatidylinositol 5-phosphate 4-kinase (PI5P4K) | Phosphatidylinositol 5-phosphate 4-kinase type-2 alpha (Homo sapiens), P48426 | PI5P4Kalpha enzyme, ADP-Glo luminescence, 60 min; stronger effect = lower value | max response, % | 330,000 tested, 1.2% active | AID 652105, 2013; active = max response of -50% or lower; inconclusive = between -30% and -50%; inactive = -30% or higher; note: value at the top dose of about 77 µM; % is set by controls: 0 for no effect and ±100 for the full control effect
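Controls without substrate or without enzyme flank wells where PI5P4Kalpha converts substrate using 5 microM ATP (final). Incubation lasts 60 minutes at room temperature; ADP formed is read by ADP-Glo luminescence.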
IL2 activator: qHTS of IL-2 Activators | activation, % (series mostly up to about 46 µM) | IL-2 activation reporter assay, cell-based qHTS; stimulated with anti-CD3/CD4/CD28 beads; in transgenic mouse T cells | 360,000 tested, 0.065% active; in the data active = activation above about 50%; inconclusive = mostly about 30% to 49%; note: 0% is about no effect
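First, unstimulated transgenic mouse T cells were exposed to compound for 60 min. Next, anti-CD3/anti-CD4-coated beads with anti-CD28 were added. Finally, after 18 h at 37 degrees C, EGFP and DsRed were imaged.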
EPAC1 ag: qHTS for Agonist of cAMP-regulated guanine nucleotide exchange factor 3 (EPAC1): primary screen; EPAC1 agonist qHTS, biochemical assay; response scale: 100% = response to 6.5 mM cAMP; Rap guanine nucleotide exchange factor 3 (Homo sapiens), O95398; Potency, µM (doses to about 154 µM), inactives show at the top dose activation, hits mostly activators; 360,000 tested, 0.073% active; note: potency is the fitted concentration of half-maximal effect; nearly all actives have a fitted effect of over 60% in size
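Nucleotide exchange assay: 100 nM EPAC1 with 250 nM Rap1B loaded with BODIPY-GDP and 50 uM GDP, room temperature. Fluorescence (480/540 nm) read every 5 min for 30 min; signal change normalized to 6.5 mM cAMP as full agonist.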
An asterisk follows results filed as active; i = inactive; ? = inconclusive; · = no result given; [ ] = remark or other dose. Unless noted, calls come from the whole dose curve; as a rule, active = well fitted curve in the direction sought with a large enough effect; inconclusive = small, poorly fitted or top-dose-only effect, or another doubt; inactive = no such curve, though single readings can be large; an effect the other way counts as inactive or inconclusive. These rows are one share of the data; count on the stated rates, not on these rows.

SMILES	PLK1 PBD inh	GLP-1R agonist	EPAC1 antag	GLP1R cytotox	PTHR1 agonist	GLP1R inv ag	PI5P4K alpha inh	IL2 activator	EPAC1 ag
Cc1ccccc1OCC(=O)NCC(=O)OCc1ccc(Br)cc1	-11%	1%	-24%	1%	-67%[inhibitor]	13%	22	-3.6	17%
CC1CCN(S(=O)(=O)c2ccc(NC(=O)c3ccco3)cc2)CC1	-5%	9%	-1%	-8%	-16%	?	-4	-0.5	-6%
COc1ccc(/C=N/NC(=O)c2ccncc2)cc1CN1CCN(c2ccc(F)cc2)CC1	-9%	1%	-6%	13%[0.307 µM]	i	-10%[0.307 µM]	-2	0.7	-8%
CCc1cc(CN2CCOCC2)c(NC(=O)c2ccccc2)s1	-12%	28%	-23%	0%[0.307 µM]	i	-2%[0.307 µM]	0	-0.8	-9%
CC1CC(=O)c2c(cc3c(-c4c(O)cc(O)c5c(O)c6c(cc45)OC(C)CC6=O)c(O)cc(O)c3c2O)O1 (stereo not drawn)	27µM*	-2%	?	-17%	-53%[inhibitor]	?	-80*	-0.7	-20%
CCOC(=O)C(C)Oc1cccc2c(=O)n(CC(=O)NCc3ccccc3)ccc12 (stereo not drawn)	-4%	27%	-30%	?	i	?	1	-1.6	-2%
Cc1cccc2c(C(=O)Nc3ccc(Br)cc3)cc(-c3ccccn3)nc12	-20%	0%	?	-17%	i	-6%	4	-1.7	2%
O=C(CN1C(=O)C2C3C=CC(C3)C2C1=O)Nc1ccc2c(c1)OCCO2 (stereo not drawn)	-2%	-8%	?	-1%	i	3%	3	-1.3	17%
COc1ccc(NC(=O)CN(c2ccccc2)S(=O)(=O)N(C)C)cc1OC	-19%	1%	-12%	-2%	-7%[57.5 µM]	9%	·	-1.5	-16%
Cc1ccc([C@H]2C[C@@H](n3cc(-c4ccc(F)cc4)nn3)[C@H](O)CN2Cc2cccs2)cc1	-1%	-10%	-11%	-6%	-23%	9%	0	1.2	-20%
CCOC(=O)c1nnc(-c2ccccc2)nc1Oc1ccc(Cl)cc1	-5%	0%	3%	-14%	-16%	-4%	-1	-3.2	-5%
CCC(C)(C)C1CCc2[nH]nc(C(=O)N/N=C(\C)c3ccco3)c2C1 (stereo not drawn)	-14%	10%	3%	?	-95%[inhibitor]	?	-25	-3.1	-15%
CCC(=O)Nc1ccc(C(=O)Nc2cccnc2)cc1	4%	12%	1%	5%	i	0%	·	2.1	5%
CCCOC(=O)c1ccc(NC(=O)c2cc(Cl)ccc2OC)cc1	-5%	7%	2%	-10%	i	-7%	33	1.4	-10%
CC(C)c1ccc2[nH]c(O)c(N=NC(=O)c3cccc(S(=O)(=O)N4CCCCC4)c3)c2c1	-1%	0%	5%	8%	-45%[inhibitor]	0%	3	2.5	12%
O=C(O)CCC(=O)Nc1ccc(Cc2ccc(NC(=O)CCC(=O)O)cc2)cc1	-9%	6%	1%	52%[activator]	11%	12%	3	-1.5	-1%
CCOc1cc2[nH]c(=S)n(Cc3ccc(C(=O)O)cc3)c(=O)c2cc1OCC	-7%	6%	4%	4%	i	3%	0	-1.9	9%
CCCOc1ccc(C(=O)NCC2OCCc3ccccc32)cc1OC (stereo not drawn)	2%	12%	-4%	1%[7.66 µM]	-18%	-15%[7.66 µM]	1	1.4	6%
[N-]=[N+]=N[C@@H](CCN1CC[C@H](O)CCC1=O)c1ccccc1	-4%	-3%	6%	1%	i	21%	-3	0.5	-4%
COc1ccc(/C=N\NC(=O)c2cc(OCC(F)(F)F)ccc2OCC(F)(F)F)cc1	-16%	-23%	2%	?	i	?	-3	-0.2	-10%
O=C(NCCS(=O)(=O)NC1CCCCC1)c1ccccc1	3%	13%	-3%	2%	-18%	6%	-1	-0.2	2%
COc1ccc(Cn2c(C)c(C)c(C#N)c2NC(=O)Nc2cccc(C)c2)cc1	-3%	-7%	-8%	-18%	i	-13%	0	-0.7	-2%
CCOC(=O)C1=C(CS(=O)(=O)c2ccc(Br)cc2)NC(=O)NC1c1ccccc1 (stereo not drawn)	·	-2%	·	-21%	-3%	-15%	·	·	·
O=C(C1=C[C@H](c2ccc(C(F)(F)F)cc2)C[C@H](OCCCCO)O1)N1CCOCC1	-2%	2%	7%	3%	-3%	-20%	2	1.0	-11%
CCOC(=O)Cc1csc(SCC(=O)N(CC(C)C)c2c(N)n(Cc3ccccc3)c(=O)[nH]c2=O)n1	-6%	3%	1%	8%	-4%	-4%	3	-3.0	1%
CCOc1ccccc1NC(=O)CCNC(=O)C1CCN(S(=O)(=O)c2ccccc2)CC1	2%	-7%	15%	2%	-35%[inhibitor]	-3%	0	-1.9	1%
O=C(CSc1ncnc2c(-c3ccc(Cl)cc3)nsc12)c1ccccc1	-5%	-5%	9%	7%	-41%[inhibitor]	5%	·	0.0	-5%
Cc1cc(SCc2ccccc2C)nc(=O)[nH]1	-4%	-2%	-10%	0%	-12%	-18%	6	-0.5	1%
O=C(NCc1ccccn1)c1ccc(NS(=O)(=O)c2cccc([N+](=O)[O-])c2)cc1	2%	2%	15%	-26%	i	17%	0	2.0	0%
CCC1(c2ccc(Cl)cc2)NC(=S)N(c2ccccc2)N1 (stereo not drawn)	?	5%	0%	1%	-16%	17%	3	-0.3	1%
COc1ccccc1NC(=O)CC(c1ccc(F)cc1)c1ccco1 (stereo not drawn)	-5%	1%	-27%	-2%	-8%	?	4	-5.3	-17%
COc1ccc(N(CC(=O)Nc2ccc(C)cc2C)S(=O)(=O)c2c(C)n[nH]c2C)cc1	-9%	-5%	-7%	-10%	17%	?	0	-0.9	4%
COc1ccc(N2CCN(C(c3cc(OC)ccc3OC)c3nnnn3CC3CCCO3)CC2)cc1 (stereo not drawn)	-29%	5%	10%	12%	i	-7%	9	-0.9	9%
CC(C)CC(=O)[C@@H](O)Cc1ccc(O)cc1	-3%	-1%	-6%	1%	-20%	11%	1	0.9	6%
O=C(c1ccc(C(=O)N2CCOCC2)nc1)N1CCOCC1	-2%	-12%	0%	-10%	-4%[57.5 µM]	7%	-8	1.1	0%
CCc1ccc(/C=C2/SC(=S)N(CCCC(=O)Nc3cccc(C(=O)O)c3)C2=O)cc1	?	1%	1%	0%	-23%	-12%	-4	4.9	8%
Cc1cc(NC(=O)CSc2nnc(N)s2)c([N+](=O)[O-])cc1C	-18%	9%	-21%	-20%	i	21%	6	0.3	1%
CC(C)(C)N1C(=O)c2c(C(=O)OCc3ccccc3)[nH]c(-c3ccccc3)c2C1=O	-11%	2%	2%	2%	-14%	-6%	19	-0.5	-4%
Cc1ccc(-c2nc(-c3cccnc3)no2)cc1	2%	-4%	3%	-17%	-34%[inhibitor]	6%	1	2.9	-2%
C=CCOc1ccc(C2c3c(oc4ccccc4c3=O)C(=O)N2CCCN2CCOCC2)cc1 (stereo not drawn)	?	5%	-2%	3%	-9%[57.5 µM]	0%	·	-1.8	3%
CC(C)n1ncc2c(C(=O)O)cc(C3CC3)nc21	30µM*	-7%	-5%	-10%	i	1%	-8	-2.9	-3%
COc1ccc(OCC(O)CN2CCCCCC2)cc1 (stereo not drawn)	-3%	-5%	6%	13%	i	5%	·	-1.9	10%
CC(=O)c1cnc(Oc2cc(Cl)ccc2Cl)nc1C	5%	0%	16%	0%	i	-11%	-1	-3.2	-1%
COc1cccc(OC)c1OCCCOc1c(OC)cccc1OC	-21%	6%	3%	3%	-6%[57.5 µM]	?	0	-1.4	2%

Full records, looked up by structure. Screens in order: PLK1 PBD inh, GLP-1R agonist, EPAC1 antag, GLP1R cytotox, PTHR1 agonist, GLP1R inv ag, PI5P4K alpha inh, IL2 activator, EPAC1 ag
Shown for Cc1cc(NC(=O)CSc2nnc(N)s2)c([N+](=O)[O-])cc1C : -18%, 9%, -21%, -20%, i, 21%, 6, 0.3, 1%
Shown for C=CCOc1ccc(C2c3c(oc4ccccc4c3=O)C(=O)N2CCCN2CCOCC2)cc1 (stereo not drawn) : ?, 5%, -2%, 3%, -9%[57.5 µM], 0%, ·, -1.8, 3%
Shown for CC(C)n1ncc2c(C(=O)O)cc(C3CC3)nc21 : 30µM*, -7%, -5%, -10%, i, 1%, -8, -2.9, -3%

Part of the list above, with bars between the fields:
Compound | PLK1 PBD inh | GLP-1R agonist | EPAC1 antag | GLP1R cytotox | PTHR1 agonist | GLP1R inv ag | PI5P4K alpha inh | IL2 activator | EPAC1 ag
Cc1cc(NC(=O)CSc2nnc(N)s2)c([N+](=O)[O-])cc1C | -18% | 9% | -21% | -20% | i | 21% | 6 | 0.3 | 1%
CC(C)(C)N1C(=O)c2c(C(=O)OCc3ccccc3)[nH]c(-c3ccccc3)c2C1=O | -11% | 2% | 2% | 2% | -14% | -6% | 19 | -0.5 | -4%
Cc1ccc(-c2nc(-c3cccnc3)no2)cc1 | 2% | -4% | 3% | -17% | -34%[inhibitor] | 6% | 1 | 2.9 | -2%
C=CCOc1ccc(C2c3c(oc4ccccc4c3=O)C(=O)N2CCCN2CCOCC2)cc1 (stereo not drawn) | ? | 5% | -2% | 3% | -9%[57.5 µM] | 0% | · | -1.8 | 3%
